# CHO-K1 Ca antag = counter-screen for M1 antagonists: effect in parental CHO-K1 cells. ATP-induced calcium, Fluo-8 fluorescence. inhibition, % at 3 µM. 360,000 tested, 0.6% active;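 active = inhibition above a per-plate cutoff, the plate's mean sample inhibition plus 3 SD, cut at about 24% in these data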;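 note: 0% = DMSO plus EC80 ATP and 100% = DMSO alone without ATP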
# TAAR1 agonist = agonists of human TAAR1; Q96RJ0; CHO RD-HGA16 TAAR1, Fluo-8 calcium fluorescence; vehicle wells 0%, saturating PEA agonist 100%; activation, % at 3 µM; 360,000 tested, 0.99% active; AID 624467;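 active = activation above the mean activation of all test compounds in the run plus 3 SD, cut at about 38% in these data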
# Target sequence (Q96RJ0 whole entry, looked up): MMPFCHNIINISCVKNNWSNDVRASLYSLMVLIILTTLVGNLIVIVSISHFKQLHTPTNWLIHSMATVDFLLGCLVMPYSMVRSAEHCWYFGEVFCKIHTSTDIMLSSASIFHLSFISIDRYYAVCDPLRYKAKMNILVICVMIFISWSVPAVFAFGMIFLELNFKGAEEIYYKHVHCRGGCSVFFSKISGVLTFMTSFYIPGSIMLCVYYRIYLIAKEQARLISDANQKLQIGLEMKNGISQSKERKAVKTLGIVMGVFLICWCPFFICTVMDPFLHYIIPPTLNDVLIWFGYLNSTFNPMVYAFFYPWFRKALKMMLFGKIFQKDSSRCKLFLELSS
#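 Test system: RD-HGA16 (CHO) cells co-expressing Gα16 and hTAAR1 / Benchmarks: DMSO vehicle as 0%, PEA at EC100 as 100% / Repeats: no replicates (n 1) / Measure: % activation from peak over basal fluorescence ratio, DMSO-to-PEA scaled / Timing: 17-24 h plating, Fluo-8 75 min 37 °C, 30 min RT / Technique: kinetic Fluo-8 calcium fluorescence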
# TAAR1 antagonist = human TAAR1 antagonism. Q96RJ0. CHO RD-HGA16 TAAR1, Fluo-8 calcium fluorescence, antagonist. 360,000 tested, 1.5% active. inhibition, % at 3 µM. AID 624466;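 active = inhibition above a per-plate cutoff, the mean inhibition of test compounds on that plate plus 3 SD, cut at about 49% in these data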;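 note: 0% = DMSO plus EC80 beta-PEA response and 100% = DMSO alone without agonist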
#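 Test system: hTAAR1-expressing CHO RD-HGA16 cells, Gα16-coupled; Probe or stimulus: EC80 β-phenethylamine stimulus; Compound dosing: single nominal final test compound concentration of 3 µM; Timing: 140 s kinetic read after compound, 140 s after agonist; Signal: Fluo-8 calcium-sensitive fluorescence; Measure: % inhibition of agonist calcium response; Controls: DMSO and EC80 PEA controls.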
# M1 antag = antagonists of human M1 muscarinic receptor; CHO-K1 hM1, Fluo-8 calcium fluorescence, ACh EC80 antagonist; inhibition, % at 3 µM; P11229; 360,000 tested, 1.3% active;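 active = percent inhibition above its own plate's cutoff, namely the mean of that plate's compound wells plus 3 SD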;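 note: peak over basal fluorescence ratio during 140 s after agonist addition; 0% = ACh EC80 plus DMSO and 100% = DMSO alone without agonist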
# CHO parental Ca = signal in parental CHO cells, OX1R antagonist counter-screen; parental CHO-K1, ATP-induced calcium, Fluo-8 fluorescence; inhibition, % at 5.6 µM; 330,000 tested, 0.63% active; AID 463079;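 active = inhibition above that plate's mean sample inhibition plus 3 SD, cut at about 26% in these data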;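 note: 0% = ATP-challenged DMSO wells and 100% = DMSO wells without ATP; some compounds past the cut are filed as inactive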
#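 test system = CHO parental line | reagent = ATP stimulus | measured by = intracellular calcium via Fluo-8 no-wash fluorescent dye | control set = ATP and no-ATP DMSO wells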
# CHO-K1 Ca PAM = counter-screen for M1 PAMs: effect in parental CHO-K1 cells. AID 602247. activation, % at 3 µM. 360,000 tested, 0.02% active. ATP EC20, Fluo-8 calcium fluorescence; 0% at ATP EC20, 100% at ATP max;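 active = activation above the run cutoff, the mean activation of all test compounds plus 3 SD, cut at about 40% in these data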;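 note: peak over basal fluorescence ratio in a 140 s read after ATP addition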
# CHRM1 agonist = agonists of human M1 muscarinic receptor | activation, % at 3 µM | CHO-K1 hM1, Fluo-8 calcium fluorescence, agonist mode; 0% DMSO, 100% acetylcholine EC100 | AID 588814 | 360,000 tested, 0.33% active;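 active = activation above the run's mean compound activation plus 3 SD, cut at about 16% in these data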;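 note: peak over basal fluorescence ratio within a 140 s kinetic read after compound addition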
# OXTR potentiate = potentiates the human oxytocin receptor response. P30559. activation, % at 3 µM. 320,000 tested, 0.061% active. CHO-OTR cells, Fluo-8 calcium fluorescence, potentiator mode; 0% = oxytocin EC15, 100% = EC100;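 active = activation above that plate's cutoff, the mean activation of tested compounds plus 3 SD, cut at about 6.6% in these data, passing the limit was not always enough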;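 note: 100% uses oxytocin at 75 nM as the full agonist control; some results filed as inactive read as strong as hits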
# Target sequence (P30559 whole entry, looked up): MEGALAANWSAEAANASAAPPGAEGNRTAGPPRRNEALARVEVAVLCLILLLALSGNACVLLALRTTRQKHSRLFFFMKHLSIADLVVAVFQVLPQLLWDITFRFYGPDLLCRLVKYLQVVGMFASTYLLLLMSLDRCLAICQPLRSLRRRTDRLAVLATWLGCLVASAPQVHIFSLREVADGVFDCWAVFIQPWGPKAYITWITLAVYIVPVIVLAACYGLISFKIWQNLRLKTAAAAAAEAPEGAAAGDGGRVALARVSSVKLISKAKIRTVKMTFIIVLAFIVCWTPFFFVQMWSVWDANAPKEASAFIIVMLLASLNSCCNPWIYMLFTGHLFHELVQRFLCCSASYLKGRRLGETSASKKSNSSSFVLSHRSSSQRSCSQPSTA
#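 System: human OTR in CHO cells; Also added: sub-maximal oxytocin, roughly EC15; Timing: compound 6 min at room temperature before oxytocin, 100 s read; Technique: Fluo-8 intracellular calcium fluorescence, ex 470-495, em 515-575 nm; Controls: oxytocin EC15 low and EC100 high; Replication: singlicate.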
# M1 ag parental = counter-screen for M1 agonists: effect in parental CHO-K1 cells; Fluo-8 calcium fluorescence; scaled to maximal ATP response, vehicle zero; activation, % at 3 µM; 360,000 tested, 0.48% active; in the data active = activation above about 15%;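 note: untransfected CHO-K1 host cells lacking M1 receptor as counterscreen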
# An asterisk follows results filed as active; . = no result given.
SMILES,CHO-K1 Ca antag,TAAR1 agonist,TAAR1 antagonist,M1 antag,CHO parental Ca,CHO-K1 Ca PAM,CHRM1 agonist,OXTR potentiate,M1 ag parental
CCc1ccccc1N(C)S(=O)(=O)c1ccc(-c2cc(C)no2)s1,-11,2,22,-3,-8,-10,-5,-5,0.7
Cc1cccn2c(=O)c(/C=C(\C#N)C(=O)NC3CCS(=O)(=O)C3)c(N3CCC(C)CC3)nc12 (stereo not drawn),-1,5,-2,-3,-27,6,-10,4,1.3
CCOc1ccc(S(=O)(=O)N2CCC(C(=O)NCCc3ccc(S(N)(=O)=O)cc3)CC2)cc1,-7,3,-2,-9,-9,18,-4,6,0.1
CNc1nc(C)nc(-n2nc(C)cc2C)n1,3,2,-4,-16,0,0,-2,-5,-0.1
O=c1c2ccccc2[nH]c(=S)n1-c1cccc(S(=O)(=O)N2CCCC2)c1,-4,11,-13,1,-8,25,-7,-8,3.2
c1ccc(-c2cnnc(SCc3cn4cccnc4n3)n2)cc1,-9,5,-15,-6,-7,7,-5,6,0.1
Nn1c(Cc2ccccc2)nc2sc3c(c2c1=O)CCC3,-5,1,-33,-8,-4,18,-4,0,0.1
O=C(c1cccc(Cl)c1)N1CCCC(C(=O)N2CCCCCC2)C1 (stereo not drawn),-4,16,-5,14,-2,2,-7,-16,0.3
COC(=O)CCCCCNC(=S)Nc1ccc2[nH]c(=O)[nH]c2c1,-16,1,-7,-7,-18,-1,-1,5,0.2
Cc1cc(C)c(NC(=O)CNC(=O)CNC(=O)C2CCCCC2)c(C)c1,-8,-1,-6,-3,-15,4,-6,2,0.3
Cc1ccc(NC(=O)CN(C)CC(=O)NC2CCCc3ccccc32)cc1 (stereo not drawn),-6,3,-54,-8,-20,12,-2,-2,0.7
COc1ccc2c(c1)c1ccc3c(c1n2C)C(=O)C=CC3=O,10,2,4,7,.,-12,6,.,-0.3
CN(CC(=O)Nc1ccc(N2CCOCC2)cc1)C(=O)c1ccc(CS(C)(=O)=O)cc1,-4,2,0,-14,-10,7,0,4,-0.7
COc1ccc(C2Oc3ccccc3C3=C2C(c2cccs2)n2ncnc2N3)cc1 (stereo not drawn),-9,-2,2,7,-14,22,-4,-15,1.7
CCOC(=O)N1CCN(C(=O)CN(c2cccc(C(F)(F)F)c2)S(C)(=O)=O)CC1,-26,2,-10,-14,-11,7,0,-7,0.4

# Only CHO-K1 Ca antag, for some of the entries so far:
canonical_smiles	CHO-K1 Ca antag
CCOc1ccc(S(=O)(=O)N2CCC(C(=O)NCCc3ccc(S(N)(=O)=O)cc3)CC2)cc1	-7
CNc1nc(C)nc(-n2nc(C)cc2C)n1	3
O=c1c2ccccc2[nH]c(=S)n1-c1cccc(S(=O)(=O)N2CCCC2)c1	-4
c1ccc(-c2cnnc(SCc3cn4cccnc4n3)n2)cc1	-9

# Returning to the listing with the 2 entries that preceded the break.
SMILES,CHO-K1 Ca antag,TAAR1 agonist,TAAR1 antagonist,M1 antag,CHO parental Ca,CHO-K1 Ca PAM,CHRM1 agonist,OXTR potentiate,M1 ag parental
COc1ccc(C2Oc3ccccc3C3=C2C(c2cccs2)n2ncnc2N3)cc1 (stereo not drawn),-9,-2,2,7,-14,22,-4,-15,1.7
CCOC(=O)N1CCN(C(=O)CN(c2cccc(C(F)(F)F)c2)S(C)(=O)=O)CC1,-26,2,-10,-14,-11,7,0,-7,0.4
Cn1c(=O)c2c(SCC(=O)N3CCOCC3)nc(-c3ccccc3Cl)nc2n(C)c1=O,-6,0,0,9,-1,7,-4,-7,0.7
CCOC(=O)c1sc2nc3c(cc2c1N)COC(C)(CC)C3 (stereo not drawn),-6,2,-3,-16,-8,19,-7,0,0.1
CCC(=O)N(CC)c1nc(-c2cc(OC)ccc2OC)cs1,-2,50*,43,-4,-18,6,-4,2,-0.1
CCN(CC)CCCN(C(=O)Cn1nnc(-c2ccc(OC)c(OC)c2)n1)C(C(=O)NC(C)(C)C)c1ccc(F)cc1 (stereo not drawn),-14,7,11,-6,-2,18,-16,0,-0.4
Cc1ccc(S(=O)(=O)n2ccc(-c3ccc(OCc4c(F)cccc4Cl)cc3)n2)cc1,-10,2,-4,-6,5,9,-2,-4,1.3
CC1Cc2nc(SCC(=O)NCC3CCCO3)n(Cc3ccccc3)c(=O)c2S1 (stereo not drawn),-12,0,-13,-16,-14,12,-6,-4,0.7
O=C(NCCCN1CCOCC1)c1ccc(S(=O)(=O)Nc2cccc(C(F)(F)F)c2)cc1,-3,2,-6,-6,-7,16,-6,-4,2.2
O=C(C1CCCN(S(=O)(=O)c2ccc(F)cc2)C1)N1CCCCCC1 (stereo not drawn),-8,3,-8,7,-18,-6,-2,-7,1.2
CC(=O)c1c(C)nc(-c2ccccc2)nc1NC(=O)Cc1ccccc1,-5,2,-22,0,-13,2,-3,0,-0.1
O=C(O)c1cccc2c1C(=O)c1ccc(N3CCCC3)cc1S2(=O)=O,-8,25,4,-1,13,15,2,-4,4.8
CN(C)Cc1ccccc1Cc1ccccc1,-5,0,10,1,-3,2,-7,0,0.0
Clc1ccc(CN2C3=NCCCN3c3ccccc32)cc1Cl,6,5,3,-2,-32,-6,-14,-6,0.1
CCSC1(SCC)N=C(N)C2(C#N)C(c3ccc(OC)c(OC)c3OC)C12C#N (stereo not drawn),-6,-4,-15,4,-17,18,-2,-1,1.0
Cc1nc2ccccc2nc1OCC(=O)N1CCN(c2ccccc2)CC1,-5,3,0,-1,-4,13,-1,-12,0.9
COc1ccc(CC(=O)Nc2cc(=O)n(C)c(=O)n2C)cc1,-7,4,-13,-12,-6,26,-2,-2,1.3

# Copied from the list:
# M1 ag parental result of O=C(NCCCN1CCOCC1)c1ccc(S(=O)(=O)Nc2cccc(C(F)(F)F)c2)cc1 → 2.2
# M1 antag result of CN(C)Cc1ccccc1Cc1ccccc1 → 1
# TAAR1 agonist result of Cc1nc2ccccc2nc1OCC(=O)N1CCN(c2ccccc2)CC1 → 3
# CHO-K1 Ca PAM result of O=C(C1CCCN(S(=O)(=O)c2ccc(F)cc2)C1)N1CCCCCC1 (stereo not drawn) → -6
# M1 ag parental result of CCC(=O)N(CC)c1nc(-c2cc(OC)ccc2OC)cs1 → -0.1

# (further entries)
SMILES,CHO-K1 Ca antag,TAAR1 agonist,TAAR1 antagonist,M1 antag,CHO parental Ca,CHO-K1 Ca PAM,CHRM1 agonist,OXTR potentiate,M1 ag parental
CCCCn1nnnc1C(c1ccccc1)N1CCN(c2ccccn2)CC1 (stereo not drawn),-9,1,6,.,.,-5,.,.,0.6
CC(C)(C)C(=O)NC(=S)Nc1sc2c(c1C(N)=O)CCC2,4,2,-23,2,-6,-13,-3,-2,-0.1
COc1ccccc1N1CCN(C(=O)c2ccc(NC(C)=O)cc2)CC1,-12,4,16,-23,11,24,-1,-11,3.8
COc1cc(/C=C2/C(=O)NN(c3ccccc3)C2=O)cc(Br)c1O,-17,4,-27,-10,-11,4,1,7,0.8
CS(=O)(=O)c1ccccc1-c1csc(N2CCC(C(N)=O)CC2)n1,.,12,-1,.,-13,.,.,-2,.
CN(C)S(=O)(=O)c1cccc(NC(=O)COC(=O)c2cccn2C)c1,-7,1,-14,-2,-11,16,0,-10,1.6
CCCNc1nc(Cl)nc(NC(C)(C)C)n1,-12,10,-12,-11,-17,1,-5,-1,-0.4
CC(C)C(NC(=O)CN1C(=O)c2cccc3cccc1c23)C(C)C,3,1,13,-2,-10,12,3,-14,-0.5
O=C(O)C(=O)/C(=C\c1ccc(Cl)cc1)c1ccc2ccccc2n1,-1,-1,-20,1,-15,-7,-2,-5,0.5
COc1ccc(-c2noc(-c3ccccc3C(=O)NCc3ccco3)n2)cc1,-7,23,19,-20,-18,21,-4,-9,4.6
CCOc1ccccc1NC(=O)CN1C(=O)C(=O)N(Cc2ccco2)C1=O,-12,3,-27,-4,-4,2,-4,0,0.7
COc1ccc(N(CC(=O)N2CCN(Cc3ccc4c(c3)OCO4)CC2)S(C)(=O)=O)cc1OC,-10,1,-15,-19,-3,16,-3,-11,0.4
COc1cc(OC)c(C(=O)CCC(=O)O)cc1OC,1,1,2,21,-15,20,-2,-10,3.7
O=C(N/N=C/c1cccc2ccccc12)c1cccnc1,-4,3,-10,-13,-7,15,-2,-11,2.0
CCOc1ccc(/C=C2\SC(=S)N(CCC(=O)N(CCO)c3ccccc3)C2=O)cc1,-10,9,27,2,-5,21,-2,-19,1.9

# TAAR1 agonist: hit marks shown above.
Structure,TAAR1 agonist,TAAR1 antagonist,M1 antag,CHRM1 agonist,OXTR potentiate
CCC(=O)N(CC)c1nc(-c2cc(OC)ccc2OC)cs1,50*,43,-4,-4,2

# (next part)
SMILES,CHO-K1 Ca antag,TAAR1 agonist,TAAR1 antagonist,M1 antag,CHO parental Ca,CHO-K1 Ca PAM,CHRM1 agonist,OXTR potentiate,M1 ag parental
CCCCn1nc2cc(C(=O)NCc3ccco3)ccc2c1OCC,-10,6,5,-8,-14,16,-9,3,-0.8
CCCOc1ccccc1/C=C(\C#N)C(=O)Nc1cccc(C)n1,-9,1,3,-11,-14,-4,-3,-9,1.3
Cc1cc(Nc2ccccc2Cl)n2nnnc2n1,11,16,5,11,-2,2,-4,4,1.0
COc1cccc(-c2c(C(=O)N/N=C/C3CC=CCC3)nnn2-c2nonc2N)c1 (stereo not drawn),8,4,-3,9,-1,-9,4,-8,0.6
CS(=O)(=O)n1nc(-c2ccccc2)nc1NCc1ccco1,-1,2,10,-15,-14,10,-1,-3,0.0
CC1CC(C)CN(C(C)C(=O)Nc2cc(S(=O)(=O)N3CCCCC3)ccc2Cl)C1 (stereo not drawn),-2,0,-25,-4,-11,-5,-2,-5,0.2
COc1cccc(NC(=S)N(CCc2c(C)[nH]c3ccccc23)Cc2cccs2)c1,-1,1,11,-3,5,3,0,-7,0.2
COc1ccc2cnn(Cc3ccccc3)c(=O)c2c1OC,-3,5,-1,-7,-6,14,-2,-5,0.4
CCCC(=O)Nc1ccc(C(=O)N/N=C2\CC(=O)CC(C)(C)C2)cc1,-8,2,8,2,5,14,-6,-3,0.3
S=c1[nH]nc(-c2ccccc2)n1/N=C/c1ccc(Cl)cc1,8,-4,0,31,.,7,-8,.,3.7
Cc1nnc(SCC(=O)NCc2ccccc2)n1-c1ccccc1,-7,12,-13,-4,-11,18,-3,-21,0.9
